Assay outcomes as filed in PubChem BioAssay.
E-sel TNF inh: TNF alpha driven E-selectin expression inhibition | HUVEC TNFa-induced E-selectin immunofluorescence, high content | inhibition, % at 2 µM | 120,000 compounds, 0.71% hits | AID 1246;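 active = inhibition above the batch mean plus 3 SD, and confirmed as a hit on visual image review, cut at about 43% in these data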;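 note: 0% = TNF-stimulated DMSO wells and 100% = unstimulated control wells; not every result past the cut was called active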
MRP-1 activ: MRP-1 activation | H69AR cells + doxorubicin, viability rescue, CellTiter-Glo | viability increase, % at 10 µM | 140,000 compounds, 0.61% hits;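 active = viability gain under doxorubicin at or above a set limit, the compound median plus 3 SD, cut at about 4.7% in these data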;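 note: MRP-1 overexpressing cells given doxorubicin 25 µM after compound pretreatment; 18-22 h compound pretreatment then 72 h with doxorubicin before readout; 0% = doxorubicin-only wells and 100% = vehicle-treated cells without doxorubicin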
BB579 growth dn: yeast BB579 growth reduction in restrictive medium. S. cerevisiae BB579 growth, OD615, 48 h. inhibition, % at 10 µM. 140,000 compounds, 0.51% hits;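 active = inhibition above a set limit, 3 SD over the mean compound inhibition, cut at about 44% in these data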; note: inactives centre near -24
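System: Saccharomyces cerevisiae DeaD strain BB579, replicative lifespan model yeast. Buffer or medium: restrictive glucose-based CSMM-D medium. Doses: one dose, 10 µM compound with 0.25% DMSO. Timing: 4 h preincubation and 48 h exposure at 30 °C. Detection: turbidity as optical density at 615 nm. Benchmarks: amphotericin B 10 µg/mL, positive.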
HCT116 bCat-KO: beta-catenin-lacking colon tumor cell growth suppression; viability, % at 10 µM; AID 818; 140,000 compounds, 1.5% hits; HCT116 beta-catenin knockout viability, CellTiter-Glo, 60 h; active compounds read low;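 active = viability at or under a set limit, the compound median less 4 SD, cut at about 6% in these data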;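 note: 0% = Hyamine 1622 control at 20 µM and 100% = untreated cell control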
GALR2 blocker: GALR2 (human) receptor antagonism | 140,000 compounds, 0.39% hits | inhibition, % at 4 µM | GALR2-expressing cells, antagonist mode | O43603; in the data active = inhibition above about 27%;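 note: cells stimulated with galanin 1-16 at roughly its EC80; 0% = agonist challenge control and 100% = basal control without agonist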
Target sequence (O43603 whole entry, looked up): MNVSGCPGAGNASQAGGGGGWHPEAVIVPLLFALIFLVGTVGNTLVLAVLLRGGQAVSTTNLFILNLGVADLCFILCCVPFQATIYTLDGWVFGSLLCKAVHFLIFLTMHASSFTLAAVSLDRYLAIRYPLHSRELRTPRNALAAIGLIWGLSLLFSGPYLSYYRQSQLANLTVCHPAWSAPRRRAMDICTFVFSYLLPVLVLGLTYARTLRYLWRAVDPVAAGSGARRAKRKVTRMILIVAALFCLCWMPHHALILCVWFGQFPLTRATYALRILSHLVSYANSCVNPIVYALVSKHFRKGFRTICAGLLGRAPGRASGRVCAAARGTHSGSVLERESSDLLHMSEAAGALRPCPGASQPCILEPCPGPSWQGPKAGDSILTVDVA
Measles CPE: protection of cells from measles virus | protection (pct of control), % at 4 µM | Measles virus-infected cells, CPE protection, absorbance | 140,000 compounds, 1.5% hits; in the data active = protection mostly above about 24%, no sharp cut-off; inactive = mostly below about 26%; note: some compounds called inactive have numbers as strong as hits
PTEN del growth: PTEN-deleted cell growth suppression; HCT116 PTEN-null viability, CellTiter-Glo, 60 h; active compounds read low; 140,000 compounds, 1.2% hits; AID 827; viability, % at 10 µM;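 active = viability at or below a set limit, 4 SD under the median of all tested compounds, cut at about 3.7% in these data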;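 note: PTEN knockout HCT116 line with beta catenin targeted HCT116 as companion control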
NPY Y2 blocker: blocks the human neuropeptide Y Y2 receptor; AID 793; P49146; 140,000 compounds, 0.99% hits; inhibition, % at 2.7 µM; NPY-Y2 expressing cells, antagonist mode; in the data active = inhibition above about 17%;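 note: 0% = vehicle with agonist challenge and 100% = reference antagonist with challenge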
Target sequence (P49146 whole entry, looked up): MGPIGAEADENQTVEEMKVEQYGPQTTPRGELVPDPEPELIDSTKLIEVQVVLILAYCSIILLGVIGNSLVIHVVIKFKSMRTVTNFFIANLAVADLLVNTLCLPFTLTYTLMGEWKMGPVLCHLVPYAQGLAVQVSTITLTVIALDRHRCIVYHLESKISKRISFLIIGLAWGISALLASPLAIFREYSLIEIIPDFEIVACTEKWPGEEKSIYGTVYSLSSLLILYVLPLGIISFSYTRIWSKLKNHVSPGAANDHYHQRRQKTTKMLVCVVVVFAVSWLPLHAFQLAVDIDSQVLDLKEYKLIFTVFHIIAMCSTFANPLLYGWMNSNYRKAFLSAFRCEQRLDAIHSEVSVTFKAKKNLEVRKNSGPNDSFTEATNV
Yeast lifespan up: yeast lifespan extension | S. cerevisiae growth with nicotinamide, OD615; deaD strain in restrictive glucose medium | 130,000 compounds, 0.68% hits | inhibition of the nicotinamide effect, % at 10 µM | AID 775;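 active = inhibition above a set limit, placed 3 SD over the median of all compounds, cut at about 26% in these data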;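 note: 0% = nicotinamide-treated wells and 100% = cells grown without nicotinamide; some compounds called inactive have numbers as strong as hits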
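Material: Modified budding yeast, DeaD strain | Medium: Restrictive glucose medium | Probe or stimulus: 1.5 mM nicotinamide | Dosing: Single dose 10 µM compound, 0.25% DMSO | Times: 48 h at 30 °C | Technique: OD615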
Phagocytosis inh: inhibitors of macrophage phagocytosis; J774A.1 macrophage IgG-bead phagocytosis, imaging; inhibition, % at 5 µM; 110,000 compounds, 0.07% hits; AID 1029;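 active = inhibition above the mean of the plate negative controls plus 5 SD, cut at about 13% in these data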;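 note: phagocytic index as fraction of beads internalized from green versus red external bead signal; plate controls were DMSO negative control for no effect and cytochalasin-D positive control for full effect; some results beyond the cut were filed as inactive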
* marks the source's active call; other numbers are inactive results; . = no result given.

SMILES	E-sel TNF inh	MRP-1 activ	BB579 growth dn	HCT116 bCat-KO	GALR2 blocker	Measles CPE	PTEN del growth	NPY Y2 blocker	Yeast lifespan up	Phagocytosis inh
Cc1oncc1C(=S)Nc1ccccc1	.	0.4	-11	106	8	23	107	0	-10	-1
Cc1nc(NC(=O)C2CC2)sc1C(=O)N1CCCCC1	4	0.3	-43	95	5	16	94	-2	-4	-1
CCn1cc(C2=NOC(C(=O)Nc3cc(OC)c(Cl)cc3OC)C2)c(C)n1 (stereo not given)	13	1.5	15	96	-6	4	93	2	-8	1
CCCn1c(SCC(=O)N2c3ccccc3Sc3ccccc32)nc2c1c(=O)n(C)c(=O)n2C	65*	-2.8	-19	81	-4	4	76	3	-5	-2
CCN(CC)C(=O)c1scc2c1OCCO2	.	0.1	-29	92	-1	31	102	1	6	-3
CCCC(=O)Nc1ccc(C(=O)NN=C(C2CC2)C2CC2)cc1	.	-0.7	-29	93	24	12	100	1	0	0
COc1ccc(/C=N/NC(=O)C(=O)NCc2cccnc2)cc1OC	-30	-1.7	3	88	-11	7	97	1	-7	0
O=C(NCCn1cc(SCc2ccccc2F)c2ccccc21)c1c(F)cccc1F	-6	0.1	10	83	-1	3	76	5	4	.
COc1ccc(OC)c(C(c2nnnn2C2CCCC2)N2CCc3ccccc3C2)c1 (stereo not given)	-41	-5.1	12	67	-10	0	66	18*	-3	-2
Cc1cccn2c(=O)c(/C=C(\C#N)C(=O)NC3CCS(=O)(=O)C3)c(N3CCC(C(N)=O)CC3)nc12 (stereo not given)	.	-0.4	-24	95	-4	5	89	1	1	9
CNS(=O)(=O)c1cnccc1N1CCN(C)CC1	5	0.4	-4	94	-5	8	87	2	1	-3
COC(=O)c1ccc(CSc2nnnn2-c2ccc(C)cc2C)o1	6	-0.5	-52	95	-9	16	94	0	-8	.
COC(=O)C1=C(C)N(c2ccc(F)c(Cl)c2)C(=O)C1	4	-4.9	14	19	7	34	50	0	-23	0
CC1=NN(c2ccc(C)cc2C)C(=O)C1C(c1cccc(O)c1)C1C(=O)N(c2ccc(C)cc2C)N=C1C (stereo not given)	15	-1.1	-26	91	12	23	89	3	3	-8
Nc1cc(N)nc(SCc2cc(=O)oc3cc4c(cc23)CCC4)n1	-11	-3.0	23	89	3	12	83	0	-5	-2
O=C(Nc1ccccc1Cl)c1cccc(NC(=O)C2C3CC4OC(=O)C2C4C3)c1 (stereo not given)	13	0.0	-17	94	0	14	104	1	-8	-1
CC(=O)c1cccc(NC(=O)C(OC(=O)c2ccccc2NS(=O)(=O)c2cccs2)c2ccccc2)c1 (stereo not given)	-24	-0.2	-46	87	-10	6	80	0	-2	-10
CC12CCC(c3nnc(SCC(=O)Nc4cccc5ccccc45)nc31)C2(C)C (stereo not given)	-18	-1.8	-82	98	6	17	86	16	-17	.
CN1C(=O)NC2C1N(S(C)(=O)=O)CCN2S(C)(=O)=O (stereo not given)	.	0.2	-13	96	0	7	98	5	-7	0
CCOc1cc(C2C(C(=O)c3ccc(C)cc3)=C(C(=O)OC)Nc3nnnn32)ccc1O (stereo not given)	-6	0.3	-69	104	-18	10	106	0	-9	0
Cc1cc2nnc(SCC(=O)N3CCN(c4ccccc4)CC3)n2c(N)n1	13	-1.4	-46	97	-6	11	93	1	-8	.
CCC(C)[C@H](NC(=O)NCCCc1ccccc1)C(=O)OC (stereo not given in full)	-8	0.8	-4	94	-4	3	105	0	-5	-1
C=CCn1c(=O)c2ccccc2n2c(SCC(N)=O)nnc12	.	-0.7	-11	92	3	9	103	0	-18	.
COc1ccc(-c2nnc(SCC(=O)N3c4ccccc4Sc4ccccc43)o2)cc1	0	3.6	-36	85	10	4	79	0	.	.
COCCNC(=O)CC(NS(=O)(=O)c1ccc(NC(C)=O)cc1)C(C)C (stereo not given)	13	0.5	-28	91	17	2	83	4	-6	.

7 entries already listed, ordered by the value under GALR2 blocker, highest first.
Structure | GALR2 blocker
CCCC(=O)Nc1ccc(C(=O)NN=C(C2CC2)C2CC2)cc1 | 24
COCCNC(=O)CC(NS(=O)(=O)c1ccc(NC(C)=O)cc1)C(C)C (stereo not given) | 17
COc1ccc(-c2nnc(SCC(=O)N3c4ccccc4Sc4ccccc43)o2)cc1 | 10
CN1C(=O)NC2C1N(S(C)(=O)=O)CCN2S(C)(=O)=O (stereo not given) | 0
CCCn1c(SCC(=O)N2c3ccccc3Sc3ccccc32)nc2c1c(=O)n(C)c(=O)n2C | -4
CNS(=O)(=O)c1cnccc1N1CCN(C)CC1 | -5
CCn1cc(C2=NOC(C(=O)Nc3cc(OC)c(Cl)cc3OC)C2)c(C)n1 (stereo not given) | -6

Two compounds from above, reduced to Phagocytosis inh and PTEN del growth:
compound	Phagocytosis inh	PTEN del growth
C=CCn1c(=O)c2ccccc2n2c(SCC(N)=O)nnc12	.	103
O=C(NCCn1cc(SCc2ccccc2F)c2ccccc21)c1c(F)cccc1F	.	76

Continued.
SMILES	E-sel TNF inh	MRP-1 activ	BB579 growth dn	HCT116 bCat-KO	GALR2 blocker	Measles CPE	PTEN del growth	NPY Y2 blocker	Yeast lifespan up	Phagocytosis inh
COc1cc(C(=O)N2CCN(c3ccc(C)cc3C)CC2)cc(OC)c1OC	-34	-4.7	-13	16	11	7	18	5	-9	1
CC(C)(C)N1CC(c2nc3ccccc3n2Cc2ccccc2)CC1=O (stereo not given)	-1	-2.9	-12	88	-4	8	86	13	2	0
Cc1ccc(C)c(C(=O)NCc2ccncc2)c1	-27	-3.1	-27	83	-3	45	83	0	-24	-1
COc1ccc(/C=C(\NC(=O)c2ccc(OCC(C)C)cc2)C(=O)OCc2ccco2)cc1	.	0.1	-41	89	-6	3	65	11	-2	-10
O=C(CSc1nnc(NCc2ccccc2)s1)c1ccco1	-19	0.1	-23	105	-1	3	106	6	-8	-1
Cc1ccc2cc(CCNC(=O)CC(C)C)c(=O)[nH]c2c1	.	-2.7	-10	93	-1	6	95	3	-3	.
O=C(Nc1ccc(N2CCCC2)cc1)c1cccc(F)c1	-6	-1.6	-43	97	3	10	93	2	-11	.
C=CCn1c(COc2ccccc2)nnc1SCC(=O)Nc1ccc(S(N)(=O)=O)cc1	.	-0.5	-38	99	3	10	107	2	-17	1
CC(C)CC(=O)Nc1ccccc1-c1nnn(CC(=O)N2CCc3ccccc3C2)n1	4	-5.5	2	86	-3	11	83	3	-20	.
COc1ccc2nc(SCC(=O)N3CCCCCC3)c(C#N)cc2c1	-12	0.3	-34	90	-20	13	84	0	6	0
CCN(CCNC(=O)c1ccc2nc(-c3ccccc3NC(C)=O)c(=O)[nH]c2c1)c1ccccc1	0	-2.4	7	71	-5	4	62	3	-4	-1
COc1cccc(C(=O)NCc2nnc(SCC(=O)Nc3nccs3)n2-c2cccc(C)c2)c1	14	-2.8	-24	92	-1	17	93	3	.	.
CCOC(=O)c1ccc(N2C(=O)c3n[nH]c(C)c3C2c2cccnc2)cc1 (stereo not given)	0	-1.2	-17	103	-19	14	103	3	-15	-1
O=C(CN1CCN(c2ccccn2)CC1)Nc1ccc(Cl)c(C(F)(F)F)c1	-5	-1.1	-73	103	-10	18	102	10	-13	-4
COc1ccc(N(Cc2cc3cc(OC)ccc3[nH]c2=O)C(=O)c2cccnc2)cc1	-6	-2.2	-3	92	-2	4	84	2	-24	0
COc1cc2nc(CN(C)Cc3nc4ccccc4c(=O)[nH]3)[nH]c(=O)c2cc1OC	3	0.3	-23	103	-6	12	91	0	-7	2
CC(C)C(=O)Nc1ccnc(-c2cccnc2)n1	17	0.3	1	97	5	9	96	1	-15	.
Cc1cc(=O)[nH]c(SCn2nnc3ccccc3c2=O)n1	-2	-1.5	-4	99	-6	18	97	2	0	0
COC(=O)C1C(c2ccccc2)C(C(=O)OCc2ccco2)C1c1ccccc1 (stereo not given)	-14	-4.5	-47	60	-3	13	65	37*	.	.
Cc1ccc2c(c1)N(CC(=O)N(Cc1ccccn1)Cc1ccco1)C(=O)C(C(C)C)O2 (stereo not given)	-24	-6.7	-19	81	3	15	73	8	.	.
Cc1cc2ccccc2c(=O)n1CC(=O)NCC(=O)N1CCCC1	.	1.0	-4	102	-2	10	102	9	-7	.
O=C(CSc1nc2ccccc2s1)NC1CCS(=O)(=O)C1 (stereo not given)	-50	-1.1	-48	84	1	13	95	4	-9	1
CCS(=O)(=O)N1CCC(C(=O)N2CCOCC2)CC1	-23	0.0	-62	94	5	6	104	1	-10	4
Oc1ccc(C=Nc2cccc3ncccc23)c(O)c1	-22	-1.8	-15	82	4	6	89	1	-13	-1
CCOC(=O)c1cc2n(c1C)-c1ccccc1C2=O	.	-1.3	-5	91	-6	5	83	2	-9	3
O=C(O)c1cc(-c2ccc(O)cc2)nc2ccccc12	.	-0.3	-32	79	2	12	95	2	-1	-1
CCCn1c2c(c(O)c(C(=O)Nc3ncccc3C)c1=O)CCCC2	.	-0.2	-31	96	-15	5	86	8	-2	-1

Of the compounds above, these contain fluorine:
SMILES	E-sel TNF inh	MRP-1 activ	BB579 growth dn	HCT116 bCat-KO	GALR2 blocker	Measles CPE	PTEN del growth	NPY Y2 blocker	Yeast lifespan up	Phagocytosis inh
O=C(NCCn1cc(SCc2ccccc2F)c2ccccc21)c1c(F)cccc1F	-6	0.1	10	83	-1	3	76	5	4	.
COC(=O)C1=C(C)N(c2ccc(F)c(Cl)c2)C(=O)C1	4	-4.9	14	19	7	34	50	0	-23	0
O=C(Nc1ccc(N2CCCC2)cc1)c1cccc(F)c1	-6	-1.6	-43	97	3	10	93	2	-11	.
O=C(CN1CCN(c2ccccn2)CC1)Nc1ccc(Cl)c(C(F)(F)F)c1	-5	-1.1	-73	103	-10	18	102	10	-13	-4
